12-LOX inh – Primary qHTS assay for inhibitors of human arachidonate 12S-lipoxygenase (ALOX12): Round 2. Polyunsaturated fatty acid lipoxygenase ALOX12 (Homo sapiens), P18054. purified 12hLO, xylenol orange hydroperoxide absorbance. Potency, µM (doses to about 108 µM), inactives show at the top dose activity change, negative = inhibition, hits mostly inhibitors. 580,000 tested, 1.1% active. AID 1671190, 2021; active means well fitted inhibition curve with a large enough effect; inconclusive means small, poorly fitted or top-dose-only effect, or another doubt; inactive means no such curve, though single readings can be large or run the other way
Target sequence (P18054 whole entry, looked up): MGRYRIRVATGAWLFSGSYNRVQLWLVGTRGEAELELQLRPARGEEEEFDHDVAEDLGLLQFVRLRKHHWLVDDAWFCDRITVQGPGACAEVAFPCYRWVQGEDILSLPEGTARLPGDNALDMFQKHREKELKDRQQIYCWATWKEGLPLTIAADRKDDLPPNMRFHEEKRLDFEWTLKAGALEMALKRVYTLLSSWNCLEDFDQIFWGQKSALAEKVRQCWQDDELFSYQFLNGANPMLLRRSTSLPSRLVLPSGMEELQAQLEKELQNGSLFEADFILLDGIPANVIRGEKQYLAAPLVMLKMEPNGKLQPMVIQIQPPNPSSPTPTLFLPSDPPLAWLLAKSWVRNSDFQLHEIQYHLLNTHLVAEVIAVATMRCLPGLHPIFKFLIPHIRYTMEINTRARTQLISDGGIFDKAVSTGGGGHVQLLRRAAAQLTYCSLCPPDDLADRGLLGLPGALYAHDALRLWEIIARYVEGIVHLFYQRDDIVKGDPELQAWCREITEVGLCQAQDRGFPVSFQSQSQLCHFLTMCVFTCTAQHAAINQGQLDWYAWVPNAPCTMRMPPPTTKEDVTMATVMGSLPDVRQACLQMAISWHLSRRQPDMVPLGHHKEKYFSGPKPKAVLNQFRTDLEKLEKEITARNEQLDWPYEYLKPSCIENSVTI
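Hydroperoxide product was detected by ferrous iron/xylenol orange as the 573 to 405 nm absorbance ratio. Arachidonic acid at 40 uM (final) was turned over for 30 min at room temperature by 150 nM human 12hLO, pH 7.0 Hepes buffer, after 15 min compound preincubation.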
An asterisk follows results filed as active; u = inconclusive; [ ] = remark or other dose. On the % scale 0 is the no-effect control and ±100 the full control effect; potency means the concentration at half of the fitted maximal effect. Not all compounds are listed; the hit share may differ from the screen's.

12-LOX inh,Structure
-22%,COc1ccc(CNC(=O)Cn2ccn3nc4c(c3c2=O)CCCC4)cc1OC
77%[activator],COc1cccc(CC(=O)N2CCC(N3C(=O)CCC3C(=O)NCc3ccccc3)CC2)c1 (stereo unspecified)
49%[activator],COCCN(Cc1ccccn1)Cc1cc(=O)c2cc(C)cc(C)c2[nH]1
14%,O=C(Nc1ccccc1)N1CCC2(CCCCO2)CC1
81%[activator][176 µM],CN1CCN(CC(C)(CN)c2ccccn2)CC1 (stereo unspecified)
0%,COC(=O)N1C[C@H](OC(=O)c2ccc(-c3ccccc3)cc2)[C@H]2C[C@@H]1c1ccccc1O2
14%,CN(Cc1ccc2nsnc2c1)c1cc(C2CC(O)C2)ncn1 (stereo unspecified)
23%,Cc1cc(S(=O)(=O)N2CCCC(CCC(=O)N3CCOCC3)C2)n(C)n1 (stereo unspecified)
92%[activator][176 µM],OCc1ccc(CN2Cc3[nH]cnc3C[C@H]2c2nc(-c3ccncc3)no2)o1
4%,COc1ccc(C(=O)N[C@@H]2CCC[C@@H]2C(=O)NCc2cc(OC)ccc2OC)cc1
-7%,Cc1ccsc1C(=O)N1CCCC(n2cc(-c3nc(C4CC4)no3)nn2)C1 (stereo unspecified)
17%,Cc1cc2nc3n(c(=O)c2n1CC(=O)Nc1ccccc1C(C)C)CCCCC3

Fetched by structure from the list above:
12-LOX inh,Structure
0%,COC(=O)N1C[C@H](OC(=O)c2ccc(-c3ccccc3)cc2)[C@H]2C[C@@H]1c1ccccc1O2
14%,O=C(Nc1ccccc1)N1CCC2(CCCCO2)CC1

(continued)
12-LOX inh,Structure
9%,O=C(Nc1ccc2c(c1)OCO2)C1CCCN(c2cnn(Cc3ccccc3)c(=O)c2)C1 (stereo unspecified)
40%[activator],COc1cccc(C(=O)N2CCC(CC(=O)NCc3ccccc3)C2)c1OC (stereo unspecified)
47%[activator],CCc1[nH]ncc1C(=O)NC1CC(c2nnc(Cn3ccnc3)n2C)C1 (stereo unspecified)
u,Cc1ccc(C(=O)N2CC(Oc3ccc4c(c3)OCO4)C2)cc1
u,COc1ccc2c(c1)CCC/C(C)=C/C(=O)c1ccccc1O2
-13%[57.4 µM],O=C(NCC1CN(c2ccc(N3CCOCC3=O)cc2)C(=O)O1)c1ccc(Cl)s1 (stereo unspecified)
30%,Cc1cccc(NC(=O)N2CCC(Oc3ccc(-c4noc(C)n4)cc3)C2)c1 (stereo unspecified)
12%,CS(=O)(=O)N1C[C@H]2CCN(Cc3ccccc3C(F)(F)F)C[C@H]21
u,COc1ccc(OCC(=O)N2CCC[C@H]2c2nc(-c3ccccc3)no2)cc1
32%[176 µM],COc1ccc(-c2ccc3ncc(Nc4ccnc(N5CCOCC5)c4)n3n2)cn1
1%[176 µM],Cc1nn(Cc2ccccc2)c(C)c1[C@@H]1C=C[C@@H](NC(=O)Nc2ccccc2)C1
37%[activator][176 µM],CC(C)N1C[C@@H]2C[C@H]1C(=O)N(Cc1ccc(OC(F)(F)F)cc1)c1ccccc1O2

(continued)
12-LOX inh,Structure
14%,O=C1CCN(S(=O)(=O)c2ccccc2)CCCC(C(=O)NCCc2cccnc2)CCN1 (stereo unspecified)
1%,O=C1[C@H]2CN(Cc3ccc(Cl)c(F)c3)C[C@H]2C(=O)N1CCc1ccccc1
8%,CC(=O)c1cc(C(=O)NCc2cccnc2N(C)Cc2ccccc2)cs1
-20%,O=C(Nc1ccn2ccnc2n1)c1ccccc1OC(F)(F)F
-2%,COc1cc(CNC(=O)c2cnc3c(c2)N(C(=O)Cc2ccccc2OC)CCC3)cc(OC)c1
30%,Cc1nnc2n1CCC(NC(=O)c1ccc3cc[nH]c3c1)CC2 (stereo unspecified)
11%,O=C(c1cc(COc2ccc3c(c2)OCO3)[nH]n1)N1CCCC1c1ccccn1 (stereo unspecified)
16%,Cc1ccc(C(=O)N2CCC(N3C(=O)CCC3C(=O)NCc3ccccc3)CC2)c(C)c1 (stereo unspecified)
50%[activator][176 µM],COc1cccc(CN2CCOC3(CCN(Cc4ccc(F)cc4F)CC3)C2=O)c1
88%[activator],Cn1c(CNC(=O)CC2CCN(S(C)(=O)=O)C2)nc2ccccc21 (stereo unspecified)
9%[176 µM],COc1ccccc1CC(=O)N1CC[C@@H]2NC(=O)[C@H]3C[C@H](NC(=O)C4CC4)CN3C(=O)[C@H]21
4%[176 µM],COc1ncccc1-c1n[nH]c2c1CC(=O)N(Cc1ccccc1)C2

Next part
12-LOX inh,Structure
44%[activator],O=C(c1ccco1)N1CCCn2cc(-c3ccc4c(c3)OCO4)nc21
9%,CN1CCCCCC(O)c2cc(C(=O)NCc3cc(F)cc(F)c3)ccc21 (stereo unspecified)
49%[activator],Cc1noc(-c2ccn3c(CNC(=O)c4ccc(Cl)cc4)nnc3c2)n1
35%[activator],CCn1ccc(C(=O)N2CCC(Oc3ccccc3-c3nc(-c4ccccc4)no3)C2)n1 (stereo unspecified)
37%[activator][176 µM],O=C1CO[C@H](c2ccc(NC(=O)C3CCOCC3)cc2)[C@@H](CO)N1
102%[activator],COCC1CN(C2CCC2)CC12CCN(C(=O)c1cncn1C)CC2 (stereo unspecified)
4%,CN(Cc1ccon1)C(=O)c1ccc2c(c1)[nH]c(=O)n2C1CCC(O)CC1 (stereo unspecified)
4%,Cc1ncc(CC(=O)N2C[C@@H](C(=O)O)[C@H](C3CC3)C2)c(=O)[nH]1
u,Cc1cccnc1CN(C)c1cc(C2CC(O)C2)ncn1 (stereo unspecified)
32%[activator],O=S(=O)(c1cccc(C(F)(F)F)c1)N1CCC(n2cnnc2C2CC2)CC1
44%[activator],CCCNC(=O)N1CCN(Cc2c(C)noc2C)CC1
78%[activator],COc1cccc(C(=O)N2CCC3(CC2)SCC(=O)N3c2ccc(F)cc2)c1

Continued.
12-LOX inh,Structure
u,O=C(c1ccc(F)cc1)N1CCC2(CC1)C(=O)NCN2Cc1ccc(Cl)cc1
6%,CN(CC1CCOC1)C(=O)Nc1cc(F)c(F)c(F)c1 (stereo unspecified)
6%[176 µM],COc1ncc(CN2CCc3ncc(C(=O)Nc4ccccc4)n3CC2)cn1
86%[activator],CC1=C(C(=O)NC23CC4CC(CC(C4)C2)C3)C(c2cccnc2)NC(=O)N1 (stereo unspecified)
25%,O=C(O)CO[C@@H]1COCC[C@H]1NC(=O)c1cc2c(s1)CCCCC2
0%,Cc1noc(-c2ccc(OC3CN(C(=O)c4ccoc4)C3)cc2)n1
-9%[176 µM],O=C(NCc1c[nH]c2ncccc12)c1ccncc1
5%,Cc1cccc(-n2nc(-c3c(C)nc4scc(CC(=O)N5CCCC5)n4c3=O)cc2C)c1
15%,Cc1c(C(C)NC(=O)c2ccc(C#N)nc2)cnn1-c1ccc(F)cc1F (stereo unspecified)
56%[activator],COc1cccc(NC(=O)c2cc3c(N4CCCC4)nc(C)cn3n2)c1
50%[activator],O=C1CCN(C(=O)C2(c3ccccc3)CC2)CCCCCCN1
0%,Cc1ncccc1C(=O)N1CCn2c(nnc2[C@@H]2C[C@@H](O)CN2Cc2ccccc2)C1

Four entries from above, ordered by their value in 12-LOX inh, high to low.
12-LOX inh,Structure
25%,O=C(O)CO[C@@H]1COCC[C@H]1NC(=O)c1cc2c(s1)CCCCC2
15%,Cc1c(C(C)NC(=O)c2ccc(C#N)nc2)cnn1-c1ccc(F)cc1F (stereo unspecified)
6%,CN(CC1CCOC1)C(=O)Nc1cc(F)c(F)c(F)c1 (stereo unspecified)
0%,Cc1ncccc1C(=O)N1CCn2c(nnc2[C@@H]2C[C@@H](O)CN2Cc2ccccc2)C1

(listing goes on)
12-LOX inh,Structure
1%,O=C(c1ccc(Cl)nc1)N1CCC(N2CC3CCCN3C2=O)CC1 (stereo unspecified)
45%[activator],O=C(NCCC1CCN(C(=O)Nc2ccc(F)cc2)CC1)c1ccc(F)cc1
49%,Cc1ccc(C(=O)N2CCN(C3CCN(CCC(C)C)C3=O)CC2)cc1 (stereo unspecified)
16%,CCc1cccc2c(C(CC(=O)NCCc3ccc(OC)c(OC)c3)c3ccccc3OC)c[nH]c12 (stereo unspecified)
81%[activator],COc1ccccc1CCNC(=O)C1CC(c2ccc(F)c(C)c2)CN(C(=O)C2CC2)C1 (stereo unspecified)
u,CCOc1ccccc1CN1CCC2(CCN(C(=O)c3ccccc3Cl)CC2)Oc2ccccc21
-10%,O=C(NC1CCCC1)[C@@H]1CCCN1C(=O)[C@@H](NC(=O)N1CCOCC1)c1ccccc1
0%,COc1ccc(C(=O)N2C[C@@H](Oc3ccccc3)C[C@H]2C(=O)N2CCCC2)cc1F
86%[activator],Cc1cnn(CC(=O)N[C@@H]2CN(C3CCOCC3)C[C@H]2CN(C)C)c1
18%,O=C([C@@H]1C[C@H](Oc2cccnc2)CN1S(=O)(=O)c1cccnc1)N1CCCC1
31%,CC1Oc2ccc(NC(=O)c3ccc(F)cc3F)cc2CN(CCc2ccccc2)C1=O (stereo unspecified)
6%,Cc1nc2c(c(-c3ccc(O)cc3)n1)CN(Cc1cncs1)CCC2

The results go on:
12-LOX inh,Structure
20%,COc1nccc(N2CCC(CC(=O)NCc3ccccc3F)CC2)n1
66%[activator],COCC1(C(=O)N2CCN(c3cc(C4CC4)ncn3)CC(O)C2)CC1 (stereo unspecified)
38%[activator],Cc1cc(C[C@@H]2COC[C@@H]2NC(=O)Cn2ncc3ccccc32)on1
5%,CC(C)N(C)Cc1nnnn1CC(=O)N1CCCC(OCc2ccccn2)C1 (stereo unspecified)
77%[activator],CCc1ccc(CN2CCC(CNC(=O)c3occc3C)CC2)nc1
39%[activator],CCOCC(=O)N1CCC(Cc2ccc(C(=O)N(C)C)cc2)CC1
2%,O=C(c1cccs1)N1CCCC(n2cc(-c3nc(-c4ccccc4)no3)nn2)C1 (stereo unspecified)
79µM*,COc1cccc(N2C(=O)NC(=NC3CCCC3)C23CCCN(CC2CCCCC2)C3)c1 (stereo unspecified)
57%[activator],CCc1nc2c(c(-c3ccc(Cl)cc3)n1)CCN(Cc1ccc(F)cc1)CC2
53%[activator][176 µM],COc1ccc(CN2CCNc3cc(-c4ccccc4)ncc3C2)cc1O
4%[6.33 µM],O=C1NCc2ccccc2CC12CCCN(Cc1ccc(O)cc1O)C2 (stereo unspecified)
26%,C=CCNC(=O)C(NC(=O)c1ccc(OC)cc1)C1CCN(C(=O)CCc2ccccc2)CC1 (stereo unspecified)

The results go on.
12-LOX inh,Structure
8%,Cc1cccc(N(CC(=O)N2CC[C@@](C)(O)[C@@H](O)C2)S(C)(=O)=O)c1
34%[176 µM],CN1[C@@H](CCC(=O)N2CCc3ccccc32)CNC(=O)[C@@H]2[C@H]1CCN2Cc1ccccc1
-1%,CNC(=O)c1ccc(CNc2cc(C3CC(O)C3)nc(N)n2)o1 (stereo unspecified)
29%[176 µM],O=C(N[C@H]1C[C@H]2C(=O)Nc3ccccc3C(=O)N2C1)c1cccnc1
51%[activator],CCn1cc(S(=O)(=O)N2CCC3(CC2)CNC(C(=O)O)C3)cn1 (stereo unspecified)
25%,O=C(NCc1ccccc1)C1COC2(CCN(C(=O)c3cccs3)CC2)N1C(=O)c1ccco1 (stereo unspecified)
9%,COCCN1C(=O)c2cccn2CC1CNS(=O)(=O)c1c(C)noc1C (stereo unspecified)
10%,Cc1ccsc1CN1CCc2nc(N3CCN(C)CC3)[nH]c(=O)c2CC1
u,COC(=O)C1=C(C)N(Cc2ccc(C(F)(F)F)cc2)C(=NCc2ccccc2)NC1c1cccc(C(F)(F)F)c1 (stereo unspecified)
43%[activator],COC(=O)[C@@H]1Cc2ncn(Cc3ccc(Cl)cc3)c2CN1S(=O)(=O)c1ccc(NC(C)=O)cc1
54%[activator],CCC(C)NC(=O)C1COC2(CCCCC2)N1C(=O)c1cccc(F)c1 (stereo unspecified)
9%[176 µM],CC1(NC(=O)C2CC2)CN(Cc2nc(-c3cccc(N4CCOCC4)c3)cs2)C1

(next part)
12-LOX inh,Structure
60%[activator],CCn1cc(CN2CCN(Cc3ccccc3)CC2)ccc1=O
34%,CN(C)C(=O)C1CN(C(=O)Nc2cccc(F)c2)CC12CCOCC2 (stereo unspecified)
43%[activator],O=C(Cn1nc2n(c1=O)CCCCC2)N1CCN(c2ccc(F)cc2)CC1
u,Cc1nnc(-c2cc(N3C[C@@H](C)O[C@@H](C)C3)ccn2)n1C1CCCCC1
-7%,O=C(Cc1ccc(Cl)cc1)N1CCC(n2cc(-c3nc(-c4ccccc4)no3)nn2)C1 (stereo unspecified)
61%[activator],CCCNC(=O)C1COC2(CCN(C(=O)c3ccc(F)cc3)CC2)N1C(=O)c1ccccc1 (stereo unspecified)
12%,O=C(Cc1ccc(F)cc1)N1CCN(C(=O)c2nnn3c2COC(c2ccc(F)cc2)C3)CC1 (stereo unspecified)
7%,CCc1nnc(NC(=O)C2c3ccccc3C(=O)N(CCOC)C23CCCCC3)s1 (stereo unspecified)
u,CC1=C[C@@H](CNC(=O)COCC(=O)O)[C@H](C(C)C)C[C@H]1Cc1nc2ccc(F)cc2[nH]1
-20%,COc1cc(/C=C2/C(=O)Nc3ccccc32)cc(OC)c1O
-18%[176 µM],O=C1NC2(CCN(Cc3ccc(F)cc3)CC2)Oc2ccccc21

Three of the compounds above, with each value named:
O=C(Cc1ccc(F)cc1)N1CCN(C(=O)c2nnn3c2COC(c2ccc(F)cc2)C3)CC1 (stereo unspecified)
  12-LOX inh = 12%
CCc1nnc(NC(=O)C2c3ccccc3C(=O)N(CCOC)C23CCCCC3)s1 (stereo unspecified)
  12-LOX inh = 7%
O=C1NC2(CCN(Cc3ccc(F)cc3)CC2)Oc2ccccc21
  12-LOX inh = -18%[176 µM]

Source: PubChem BioAssay
